CASP6 VEID inh – inhibitors of human caspase-6 | P55212 | purified caspase-6, Z-VEID-R110 cleavage fluorescence | inhibition, % at 12.5 µM | 350,000 tested, 0.53% active;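 active = mean inhibition across replicates at least about 35%, with every replicate also reaching that limit, limit read from the data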;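 note: 0% = median of neutral control wells and 100% = no fluorescence left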
Target sequence (P55212 24-179 limits assumed): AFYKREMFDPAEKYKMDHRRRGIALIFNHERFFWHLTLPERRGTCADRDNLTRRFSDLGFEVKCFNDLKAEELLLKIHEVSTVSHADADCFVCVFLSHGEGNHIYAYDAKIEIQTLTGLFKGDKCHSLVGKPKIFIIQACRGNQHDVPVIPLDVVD
Target sequence (P55212 194-293 limits assumed): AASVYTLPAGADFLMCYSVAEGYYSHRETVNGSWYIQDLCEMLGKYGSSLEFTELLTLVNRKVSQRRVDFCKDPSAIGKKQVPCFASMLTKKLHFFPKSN
FN deposit inh – fibronectin deposition inhibition; 350,000 tested, 0.086% active; AH1F fibroblasts, Alexa488-fibronectin deposition fluorescence, overnight; inhibition, % at 12.6 µM;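 active = mean inhibition across replicates of 30% or more, regardless of how many single replicates reach that level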;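 note: positive control wells lacked labelled fibronectin entirely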
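Material: AH1F fibroblasts assembling fluorescent fibronectin matrix; amount: 10000 AH1F cells/well; medium: DMEM, 2% serum; reagent: Alexa488-fibronectin, 24 nM final in well; dosing: single compound dose, delivered by pin transfer; incubation: 1 h adhesion, overnight exposure; detection: fluorescence after three HBSS washes, excitation 485 nm, emission 525 nm; measure: fibronectin deposition inhibition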
LGR2 inh – blocks bursicon-induced cAMP signaling via Drosophila LGR2. HEK293 LGR2, CRE-luciferase, bursicon-stimulated, 4 h. inhibition, % at 9.99 µM. 380,000 tested, 0.35% active. AID 720647;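 active = drop in luminescence signal, shown as inhibition above about 50% in the replicate tests, limit read from the data, passing the limit was not always enough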;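 note: agonist challenge used bursicon conditioned medium at about half maximal strength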
PAX8 reporter – inhibitors of PAX8 transcriptional activity in RMG-I cells; RMG-I TPO-luciferase reporter, SteadyGlo, 24 h; inhibition, % at 12.6 µM; 360,000 tested, 1.2% active; AID 652154;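 active = mean replicate inhibition at least 60% with every replicate also reaching 60%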;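 note: luciferase light reporting Pax8 driven TPO promoter activity; plate controls were median of neutral control wells for no effect and mitoxantrone controls for full effect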
PGC1a acetyl inh – modulators of PGC1a acetylation | U2OS PGC1a acetylation, AlphaScreen anti-acetyl-lysine; with virally co-expressed GCN5 acetyltransferase | inhibition, % at 15.6 µM | 350,000 tested, 0.17% active | AID 651687;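 active = every replicate shows inhibition of at least 40%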;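 note: 0% = neutral control wells and 100% = positive control wells; some results beyond the cut were filed as inactive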
miR122 inh – miR-122 inhibition in Huh7 cells. Huh7 miR-122 Renilla luciferase sensor, 48 h; neutral wells = 0, positive control = 100. activation (reporter increase), % at 12.5 µM. 340,000 tested, 0.3% active. AID 602342;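 active = mean replicate activation score at least 90 and every replicate individually at or above 90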;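 note: higher luciferase means less miR-122 activity so hits act as miR-122 inhibitors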
Cneo AK release – causes C. neoformans cell lysis; 360,000 tested, 0.2% active; adenylate kinase release luminescence, 4 h; normalised: neutral wells 0, clomiphene wells 100; AID 651654; lysis activity, % at 15 µM;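 active = mean lysis activity across replicates of at least 80%, whatever share of replicates individually reach that level; inactive = mean lysis activity below 80%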
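Material – log-phase Cryptococcus neoformans yeast cells · Input – 5 × 10^6 yeast cells/mL · Medium – fresh YPD growth medium · Doses – single compound concentration per well · Timing – static 4 h at 37 °C with compound, 1 h detection · Detection – adenylate kinase release luminescence · Read-out – signal increase indicating cell lysis · Control set – Clomiphene as positive lysis control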
EWS-Fli inh – blocks EWS/Fli oncoprotein-driven transcription; A673 NR0B1-luciferase reporter, viability-normalised; inhibition, % at 12.6 µM; 350,000 tested, 0.67% active;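 active = mean inhibition of at least 50% after viability correction, with every replicate also passing that limit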;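 note: firefly luciferase signal divided by Alamar Blue viability fluorescence both relative to DMSO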
The depositor's hits bear a star; & = joins results of further samples; [ ] = another dose, or the depositor's remark. Hits appear at their usual frequency (roughly 2.5% active in at least one column).

Results for CN(C)C(=O)c1ccc(NC(=O)COc2ccc([N+](=O)[O-])cc2)cc1 ?
CASP6 VEID inh: -3.6; FN deposit inh: -1.1; LGR2 inh: 1.7; PAX8 reporter: -6.3; PGC1a acetyl inh: -2.8; EWS-Fli inh: 1.8

How did CCCc1cn([C@H]2C[C@@H]3O[C@@H](CO)CC[C@@H]3O[C@@H]2CCc2ccc(C#CCc3ccccc3)cc2)nn1 do in these assays?
CASP6 VEID inh: 1.7; PAX8 reporter: -1.4; PGC1a acetyl inh: -6.3; EWS-Fli inh: -1.6

How did CSc1ccc(CN2CCC(C)(Oc3ccc(C(C)=O)cc3)C2)cc1 (centres undefined) do in these assays?
CASP6 VEID inh: -1.1; FN deposit inh: -6.8; LGR2 inh: -5.7; PAX8 reporter: 12.5; miR122 inh: -5.0; Cneo AK release: -1.0; EWS-Fli inh: 12.1

How did COc1ccnc(NCc2ccc(Cl)cc2)c1C#N do in these assays?
CASP6 VEID inh: 1.2; FN deposit inh: 22.1; LGR2 inh: -17.3; PGC1a acetyl inh: 7.9; miR122 inh: -2.4; Cneo AK release: 0.6

What do the screens show for `CC(NC(=O)CN1C(=O)COc2ccccc21)c1ccccc1` (centres undefined)?
CASP6 VEID inh: -0.1; LGR2 inh: 6.1; PGC1a acetyl inh: -2.3; Cneo AK release: 1.0; EWS-Fli inh: 6.1

Results for Cc1ccc2[nH]c(=O)c(CNS(=O)(=O)c3ccccc3)c(-c3ccccc3)c2c1 ?
LGR2 inh: -5.0; PAX8 reporter: -2.4; PGC1a acetyl inh: -2.8; miR122 inh: 1.6; Cneo AK release: -0.6; EWS-Fli inh: -2.0

What do the screens show for `C/C=C/c1ccc(C2[C@H]3CNC[C@@H]2N3C(=O)Nc2ccc3c(c2)OCO3)cc1` (some centres undefined)?
CASP6 VEID inh: 1.4; FN deposit inh: -13.4&0.1; LGR2 inh: 4.7&-15.5; PAX8 reporter: -15.5; PGC1a acetyl inh: 7.6; EWS-Fli inh: 1.2

What do the screens show for `CCOc1ccc(CNC(=O)CCCC(=O)n2ncc3cc(C)ccc32)cc1`?
CASP6 VEID inh: -0.7; FN deposit inh: -3.2; LGR2 inh: -19.4; PAX8 reporter: -13.7; PGC1a acetyl inh: 8.7; miR122 inh: -3.1; Cneo AK release: 2.5; EWS-Fli inh: -14.8

How did Fc1ccc(-c2noc(-c3ccc4c(c3)CCO4)n2)cc1 do in these assays?
CASP6 VEID inh: 4.1; FN deposit inh: 2.3; LGR2 inh: 39.5; PAX8 reporter: -38.4; PGC1a acetyl inh: 9.2; miR122 inh: 5.4; Cneo AK release: -10.3; EWS-Fli inh: 38.9

What do the screens show for `CCc1nc(SCC(=O)Nc2ccc(C(=O)O)cc2)n[nH]1`?
CASP6 VEID inh: 0.8; FN deposit inh: -1.5; LGR2 inh: -3.5; PAX8 reporter: 3.9; PGC1a acetyl inh: 0.1; miR122 inh: 1.3; Cneo AK release: 2.1; EWS-Fli inh: -3.4

How did COc1nccnc1NS(=O)(=O)c1ccc(NC(=O)c2ccc(F)cc2)cc1 do in these assays?
CASP6 VEID inh: 1.2; FN deposit inh: -0.5; LGR2 inh: 3.6; PAX8 reporter: -6.9; Cneo AK release: -1.1; EWS-Fli inh: 5.3

Results for CCOC(=O)CC(=O)Nc1nnc(C(C)C)s1 ?
FN deposit inh: 5.0; PAX8 reporter: 6.7; PGC1a acetyl inh: 0.9; miR122 inh: -9.2; Cneo AK release: 7.5

What do the screens show for `CN(C)c1oc(-c2ccccc2Cl)nc1C#N`?
CASP6 VEID inh: -4.3; LGR2 inh: -3.2; PGC1a acetyl inh: -19.8; miR122 inh: -8.5; Cneo AK release: -1.2; EWS-Fli inh: -8.4

Results for Cc1cc(OCC(=O)Nc2ccc(S(=O)(=O)NC3=NCCCCC3)cc2)c(C(C)C)cc1Cl ?
CASP6 VEID inh: -1.3; FN deposit inh: -2.4; LGR2 inh: 26.8; PAX8 reporter: 10.0; Cneo AK release: -0.9; EWS-Fli inh: 8.2

Results for COCCC(=O)N1CCOCC1c1cc(C(=O)Nc2ccccc2)no1 (centres undefined) ?
CASP6 VEID inh: 0.8; FN deposit inh: -5.5; LGR2 inh: 10.8; PAX8 reporter: 6.7; PGC1a acetyl inh: 1.9; miR122 inh: -0.3; Cneo AK release: 4.7; EWS-Fli inh: -5.1

What do the screens show for `CCn1ccnc1CN(C)C(=O)c1cc(COc2c(F)cccc2F)on1`?
CASP6 VEID inh: -0.8; FN deposit inh: 2.3; LGR2 inh: -1.2; PAX8 reporter: 10.0; PGC1a acetyl inh: -0.1; miR122 inh: -1.5; Cneo AK release: 0.7; EWS-Fli inh: 2.7

How did COC(=O)CCC(=O)Nc1nnc(C(F)(F)F)s1 do in these assays?
FN deposit inh: 7.6; PAX8 reporter: 18.1; PGC1a acetyl inh: 1.5; miR122 inh: -6.0; Cneo AK release: 6.2

What do the screens show for `COc1ccc(CN(C)C[C@@H]2Oc3ccc(NS(=O)(=O)c4ccccc4)cc3C(=O)N([C@H](C)CO)C[C@H]2C)cc1`?
CASP6 VEID inh: 2.0; LGR2 inh: -15.3; PAX8 reporter: 9.8; PGC1a acetyl inh: 4.1; miR122 inh: -5.4[16.7 µM]; Cneo AK release: -1.1; EWS-Fli inh: 3.7

What do the screens show for `CCOC(=O)Nc1cccc(OCC(=O)Nc2ccc(OC)cc2OC)c1`?
FN deposit inh: -5.0; PAX8 reporter: -2.6; PGC1a acetyl inh: 5.3; miR122 inh: 6.4; Cneo AK release: 0.5

Results for O=C(NC1CCCCCCC1)c1cccc(S(=O)(=O)N2CCOCC2)c1 ?
CASP6 VEID inh: -0.6; LGR2 inh: -12.0; PAX8 reporter: -1.8; PGC1a acetyl inh: -5.9; miR122 inh: 2.8; Cneo AK release: -0.3; EWS-Fli inh: -3.8

What do the screens show for `COc1ccccc1OC(C)C(=O)Nc1ccccc1C(=O)NCc1cccnc1` (centres undefined)?
CASP6 VEID inh: -2.4; FN deposit inh: 0.1; LGR2 inh: -9.6; PAX8 reporter: 1.8; PGC1a acetyl inh: -1.3; miR122 inh: -2.5; Cneo AK release: -0.1; EWS-Fli inh: 0.6

What do the screens show for `CCCCCCCC/C=C\CCCCCCCC(=O)NCCc1ccc(O)c(O)c1`?
CASP6 VEID inh: 18.8; FN deposit inh: 0.5; PAX8 reporter: 53.2; PGC1a acetyl inh: -6.6; miR122 inh: 6.9; Cneo AK release: 6.4; EWS-Fli inh: 23.6

What do the screens show for `CCCn1c(C(C)NC(=O)c2ccccc2)nc2ccccc21` (centres undefined)?
FN deposit inh: 5.6; LGR2 inh: 5.3; PGC1a acetyl inh: 5.0; miR122 inh: -0.6; Cneo AK release: 12.6

What do the screens show for `CNC[C@@H]1Oc2ccc(NS(C)(=O)=O)cc2C(=O)N([C@H](C)CO)C[C@@H]1C`?
CASP6 VEID inh: 1.2; LGR2 inh: -3.5; PAX8 reporter: -14.5; PGC1a acetyl inh: 4.2; miR122 inh: 2.3[16.7 µM]; Cneo AK release: 7.3; EWS-Fli inh: -4.6

How did CCCC1CCC(c2ccc(/C(N)=N/O)cc2)CC1 (centres undefined) do in these assays?
CASP6 VEID inh: 2.0; FN deposit inh: 3.0; LGR2 inh: 12.5; PAX8 reporter: 36.0; PGC1a acetyl inh: -4.5; EWS-Fli inh: 9.5

Results for O=C(C[n+]1cccc(/C=N/O)c1)N(Cc1ccccc1)Cc1ccccc1 ?
CASP6 VEID inh: 1.3; FN deposit inh: -4.5; LGR2 inh: -2.2; PAX8 reporter: -0.4; EWS-Fli inh: 16.9

Results for Cc1ccc(OCC(=O)OC(C)CN(C)Cc2ccccc2)cc1 (centres undefined) ?
FN deposit inh: -2.8; LGR2 inh: 2.3; PAX8 reporter: 1.9; PGC1a acetyl inh: 13.4; miR122 inh: -3.2; Cneo AK release: 2.6

Results for CN1c2ccc(-c3cccc(C#N)c3)cc2[C@H]2[C@H](CCN2S(=O)(=O)c2ccccc2)[C@H]1CO ?
CASP6 VEID inh: -5.0; FN deposit inh: -11.2; LGR2 inh: 6.3; PAX8 reporter: 3.4; PGC1a acetyl inh: -11.3; miR122 inh: 2.4[16.7 µM]; Cneo AK release: -3.6; EWS-Fli inh: 8.9

What do the screens show for `COc1ccc(C(=O)NCCc2cnc[nH]2)cc1OC`?
CASP6 VEID inh: -2.9; FN deposit inh: 4.8; LGR2 inh: 2.0; PAX8 reporter: -4.7; Cneo AK release: 16.1; EWS-Fli inh: -5.2

Results for O=C(Cn1cnc2ccccc2c1=O)Nc1ccccc1N1CCOCC1 ?
CASP6 VEID inh: 0.9; FN deposit inh: -7.6; PAX8 reporter: -8.4; miR122 inh: -8.9; Cneo AK release: 3.4; EWS-Fli inh: 2.5

What do the screens show for `COc1ccc(CN(C)C[C@@H]2Oc3c(NC(=O)CCCCCC(=O)Nc4ccccc4N)cccc3C(=O)N([C@@H](C)CO)C[C@H]2C)cc1`?
CASP6 VEID inh: -3.8; LGR2 inh: 0.4; PAX8 reporter: -4.4; PGC1a acetyl inh: -10.7

What do the screens show for `Cc1ccc(CS(=O)(=O)CC(C)(O)c2ccc(Cl)cc2)cc1` (centres undefined)?
CASP6 VEID inh: -1.4; FN deposit inh: 3.2; LGR2 inh: 6.1; PAX8 reporter: 3.7; PGC1a acetyl inh: -0.8; miR122 inh: -3.7; Cneo AK release: -0.7; EWS-Fli inh: -8.6

How did CN1C(=O)c2ccccc2C(C(=O)O)C1c1cn(C)c2ccccc12 (centres undefined) do in these assays?
FN deposit inh: 1.5; PAX8 reporter: 9.3; PGC1a acetyl inh: 13.6; miR122 inh: 28.9; Cneo AK release: 1.2

How did CCCN1C[C@H](C)[C@@H](OC)CN(C)C(=O)c2ccc(NC(=O)c3ccc(F)cc3)cc2OC[C@H]1C do in these assays?
FN deposit inh: -10.5; LGR2 inh: 4.4; PAX8 reporter: -12.2; PGC1a acetyl inh: -8.8; miR122 inh: -17.3[16.7 µM]; Cneo AK release: -0.5; EWS-Fli inh: -0.1

Results for O=C1COc2ccc(C(=O)COC(=O)Cc3ccccc3F)cc2N1 ?
CASP6 VEID inh: -2.3; FN deposit inh: -13.1; LGR2 inh: -1.4; PAX8 reporter: 6.3; EWS-Fli inh: 8.3

What do the screens show for `C[C@@H]1CN([C@@H](C)CO)C(=O)c2cc(-c3cccc(F)c3)cnc2O[C@@H]1CN(C)C(=O)C1CCOCC1`?
CASP6 VEID inh: 0.0; LGR2 inh: -11.4; PAX8 reporter: -3.8; PGC1a acetyl inh: 5.6; miR122 inh: 2.0[16.7 µM]; Cneo AK release: -2.2; EWS-Fli inh: -5.5

Three structures out of the list, arranged by count of non-hydrogen atoms, high to low.
What do the screens show for `COc1ccccc1OC(C)C(=O)Nc1ccccc1C(=O)NCc1cccnc1` (centres undefined)?
CASP6 VEID inh: -2.4; FN deposit inh: 0.1; LGR2 inh: -9.6; PAX8 reporter: 1.8; PGC1a acetyl inh: -1.3; miR122 inh: -2.5; Cneo AK release: -0.1; EWS-Fli inh: 0.6

What do the screens show for `CNC[C@@H]1Oc2ccc(NS(C)(=O)=O)cc2C(=O)N([C@H](C)CO)C[C@@H]1C`?
CASP6 VEID inh: 1.2; LGR2 inh: -3.5; PAX8 reporter: -14.5; PGC1a acetyl inh: 4.2; miR122 inh: 2.3[16.7 µM]; Cneo AK release: 7.3; EWS-Fli inh: -4.6

What do the screens show for `Cc1ccc(CS(=O)(=O)CC(C)(O)c2ccc(Cl)cc2)cc1` (centres undefined)?
CASP6 VEID inh: -1.4; FN deposit inh: 3.2; LGR2 inh: 6.1; PAX8 reporter: 3.7; PGC1a acetyl inh: -0.8; miR122 inh: -3.7; Cneo AK release: -0.7; EWS-Fli inh: -8.6

Screening results from PubChem.
